Mtb BioA inh – M. tuberculosis BioA enzyme inhibitors, primary screen, biochemical, plate reader, single point, HTS; purified M. tuberculosis BioA enzyme; inhibition, % at 9.99 µM; 0.096% of 360,000 active; in the data active means inhibition above about 40%
* marks the source's active call; other numbers are inactive results.

SMILES	Mtb BioA inh
C[C@@H]1CCCCO[C@H](CN(C)C(=O)NC2CCCCC2)[C@@H](C)CN([C@H](C)CO)C(=O)c2cc(NC(=O)CCC(F)(F)F)ccc2O1	2.0
O=C(NC[C@H]1[C@H](c2ccccc2)[C@@H](CO)N1Cc1ccccn1)C1CCCC1	-6.3
Cc1noc(C)c1NC(=O)N1C[C@@H](O)COC[C@@H]2O[C@H](CC(=O)NCC3CCCCC3)CC[C@H]21	1.1
O=C(O)C[C@@H]1C=C[C@@H](NC(=O)Nc2ccccc2)[C@H](CO)O1	-1.0
Cc1noc(C)c1NC(=O)N[C@H]1CC[C@@H](CC(=O)N2CCN(C)CC2)O[C@H]1CO	-0.7
C[C@H]1CN([C@@H](C)CO)C(=O)Cc2cc(NS(=O)(=O)c3ccccc3)ccc2O[C@H]1CN(C)S(=O)(=O)c1cn(C)cn1	-5.2
C[C@@H]1CN([C@@H](C)CO)C(=O)c2cc(NS(=O)(=O)c3ccc(Cl)cc3)ccc2O[C@@H](C)CCCCO[C@@H]1CN(C)C	-0.2
Cc1ccc(S(=O)(=O)Nc2cccc3c2O[C@@H](CN(C)C(=O)Nc2c(C)noc2C)[C@H](C)CN([C@@H](C)CO)C3=O)cc1	-5.9
O=C(C[C@@H]1CC[C@@H]2[C@H](COC[C@@H](O)CN2C(=O)c2ccc3c(c2)OCO3)O1)NC1CCCC1	-1.0
CC(C)NC(=O)Nc1cccc2c1O[C@@H](CN(C)C(=O)Nc1ccc(C(F)(F)F)cc1)[C@@H](C)CN([C@H](C)CO)C2=O	5.2
CN1C(=O)c2cc(NC(=O)c3ccc(F)c(F)c3)ccc2OC[C@H]2O[C@@H](CC(=O)N[C@@H]3CCN(Cc4ccccc4)C3)CC[C@@H]21	0.0
N#Cc1ccc(-c2ccc([C@@H]3[C@@H](CO)N4CCCCN(S(=O)(=O)c5ccccc5)C[C@H]34)cc2)cc1	0.5
Cc1cccc(S(=O)(=O)N(C)C[C@H]2OCc3ccccc3-c3ccccc3C(=O)N([C@H](C)CO)C[C@H]2C)c1	0.3
O=C(Nc1ccc2c(c1)[C@@H]1C[C@@H](CC(=O)N3CCc4ccccc4C3)O[C@H](CO)[C@@H]1O2)c1ccc2c(c1)OCO2	1.7
C[C@H]1CN([C@@H](C)CO)S(=O)(=O)c2ccc(C3=CCCCC3)cc2O[C@@H]1CN(C)C(=O)CN(C)C	-0.4
COc1ccc(CN(C)C[C@H]2OCCCC[C@@H](C)Oc3ccc(NC(=O)Nc4ccc(OC)cc4)cc3C(=O)N([C@H](C)CO)C[C@@H]2C)cc1	-1.3
O=C(Nc1ccc2c(c1)[C@H]1C[C@H](CC(=O)N3CCCCC3)O[C@H](CO)[C@H]1O2)c1cccnc1	35.7
C[C@H](CO)N1C[C@H](C)[C@H](CN(C)C(=O)CN(C)C)Oc2ncc(/C=C/c3ccccc3)cc2C1=O	9.3
CO[C@@H]1CN(C)C(=O)c2ccc(NC(=O)C3CC3)cc2OC[C@@H](C)N(C(=O)CN(C)C)C[C@@H]1C	-1.7
C[C@@H]1CN([C@H](C)CO)S(=O)(=O)c2ccc(/C=C/c3ccccc3)cc2O[C@H]1CN(C)C(=O)NC1CCCCC1	-2.7
O=C(C[C@H]1CC[C@H](NC(=O)C2CC2)[C@H](CO)O1)NCC1CC1	1.8
COc1cccc(S(=O)(=O)N(C)C[C@H]2OCc3ccccc3-c3ccccc3C(=O)N([C@@H](C)CO)C[C@H]2C)c1	4.1
O=C(CCN1CCCCC1)N[C@@H]1CC[C@@H](CCn2cc(-c3ccc(F)cc3)nn2)O[C@H]1CO	-1.3
CO[C@H]1CN(C)C(=O)c2cc(NS(=O)(=O)CC(F)(F)F)ccc2OC[C@@H](C)N(Cc2cccnc2)C[C@H]1C	-1.2
C[C@H](CO)N1C[C@H](C)[C@H](CN(C)S(=O)(=O)c2ccc(F)cc2)Oc2ccc(NC(=O)CCCCCC(=O)Nc3ccccc3N)cc2CC1=O	0.4

An excerpt of these results, with bars between the fields:
structure | Mtb BioA inh
C[C@H]1CN([C@@H](C)CO)S(=O)(=O)c2ccc(C3=CCCCC3)cc2O[C@@H]1CN(C)C(=O)CN(C)C | -0.4
COc1ccc(CN(C)C[C@H]2OCCCC[C@@H](C)Oc3ccc(NC(=O)Nc4ccc(OC)cc4)cc3C(=O)N([C@H](C)CO)C[C@@H]2C)cc1 | -1.3
O=C(Nc1ccc2c(c1)[C@H]1C[C@H](CC(=O)N3CCCCC3)O[C@H](CO)[C@H]1O2)c1cccnc1 | 35.7
C[C@H](CO)N1C[C@H](C)[C@H](CN(C)C(=O)CN(C)C)Oc2ncc(/C=C/c3ccccc3)cc2C1=O | 9.3
CO[C@@H]1CN(C)C(=O)c2ccc(NC(=O)C3CC3)cc2OC[C@@H](C)N(C(=O)CN(C)C)C[C@@H]1C | -1.7

Later entries:
SMILES	Mtb BioA inh
COc1cccc(CNC(=O)C[C@@H]2CC[C@@H]3[C@@H](COc4ccc(NC(=O)c5cccs5)cc4C(=O)N3C)O2)c1	0.2
C[C@@H]1CN([C@@H](C)CO)C(=O)c2cc(NC(=O)Nc3ccc(C(F)(F)F)cc3)ccc2O[C@H]1CN(C)C(=O)Nc1ccccc1	-2.2
O=C(C[C@H]1C=C[C@H](NC(=O)C2CCC2)[C@@H](CO)O1)NCc1ccncc1	-2.4
Cc1nn(C)cc1NC(=O)C[C@@H]1CC[C@H]2[C@@H](COc3ccc(NC(=O)C(C)C)cc3C(=O)N2C)O1	14.2
CNC[C@@H]1Oc2ccc(NC(=O)Nc3ccc4c(c3)OCO4)cc2CC(=O)N([C@@H](C)CO)C[C@@H]1C	-2.9
CO[C@H](CN(C)S(=O)(=O)c1ccc(C)cc1)[C@@H](C)CN(C(=O)Nc1ccccc1F)[C@H](C)CO	-0.2
Cc1cc(C(=O)Nc2cccc3c2O[C@H](CN(C)Cc2ccc(-c4ccccc4)cc2)[C@@H](C)CN([C@H](C)CO)C3=O)n(C)n1	4.3
CO[C@H]1CN(C)C(=O)c2ccc(NC(=O)C3CCC3)cc2OC[C@H](C)N(C(=O)NC(C)C)C[C@H]1C	0.5
COc1ccc(NC(=O)N(C)C[C@@H]2Oc3c(NS(=O)(=O)c4cccs4)cccc3C(=O)N([C@H](C)CO)C[C@H]2C)cc1	-1.9
CNC(=O)C[C@@H]1CC[C@@H]2[C@@H](COc3ccc(NC(=O)Nc4c(C)noc4C)cc3C(=O)N2C)O1	-1.1
O=C1O[C@@H](c2ccccc2)[C@@H](c2ccccc2)N2[C@@H](c3ccc(O)cc3)[C@]3(C(=O)Nc4ccc(C#CC5(O)CCCCCC5)cc43)[C@@H](C(=O)N3CCCCCCC3)[C@H]12	-3.2
CO[C@H]1CC[C@@H]2CCOc3c(C#N)cccc3C(=O)N(C)[C@H](C)C(=O)N(C)C[C@H]1O2	-2.6
CC(C)NC(=O)Nc1ccc2c(c1)C(=O)N([C@H](C)CO)C[C@H](C)[C@H](CN(C)Cc1ccncc1)OCCCC[C@H](C)O2	0.6
C[C@@H]1CCCCO[C@H](CN(C)S(=O)(=O)c2cn(C)cn2)[C@@H](C)CN([C@@H](C)CO)C(=O)c2cc(NS(=O)(=O)c3cn(C)cn3)ccc2O1	-1.3
CCCN(C[C@H]1[C@@H](c2ccccc2)[C@H](CO)N1C(C)=O)C(=O)NC(C)C	-2.5
CNC[C@H]1Oc2ccc(NS(=O)(=O)c3c(C)noc3C)cc2CC(=O)N([C@@H](C)CO)C[C@H]1C	-0.4
CC=Cc1ccc2n(c1=O)C[C@@H]1[C@@H](CO)[C@H](C(=O)NCc3ccc(F)cc3)N(C)[C@H]21 (mixture of isomers)	1.4
CN1C(=O)c2cc(NC(=O)c3cc(F)cc(F)c3)ccc2OC[C@@H]2O[C@@H](CC(=O)O)CC[C@@H]21	-1.6
O=C([C@@H]1[C@@H](CO)[C@@H]2Cn3c(ccc(-c4cccnc4)c3=O)[C@@H]2N1CC1CC1)N1CCCCC1	-1.1
C[C@@H](NC(=O)C[C@@H]1C[C@H]2c3cc(NC(=O)CC4CC4)ccc3O[C@H]2[C@@H](CO)O1)c1ccccc1	-1.0
O=C(C[C@H]1CC[C@H]2[C@@H](COC[C@@H](O)CN2C(=O)Nc2ccc(Cl)cc2)O1)NCc1ccncn1	-2.0
CC(=O)N(C)C[C@@H]1Oc2cc(C#Cc3ccccn3)ccc2S(=O)(=O)N([C@H](C)CO)C[C@@H]1C	-0.6
Cn1cnc(S(=O)(=O)N[C@H]2CC[C@@H](CC(=O)Nc3ccc(-c4ccccc4)cc3)O[C@@H]2CO)c1	-3.6
C[C@@H]1CN([C@H](C)CO)C(=O)CCCn2nncc2CO[C@@H]1CN(C)Cc1ccc2c(c1)OCCN2C	-1.0
CCC(=O)N1CCCCN2[C@H](CO)[C@@H](c3ccc(C#Cc4ccccc4)cc3)[C@@H]2C1	3.2

(further entries)
SMILES	Mtb BioA inh
CCCNC(=O)N1C[C@@H](O)COC[C@@H]2O[C@H](CC(=O)N[C@H]3CCN(Cc4ccccc4)C3)CC[C@H]21	3.2
CCNC(=O)C[C@H]1CC[C@@H]2[C@H](COc3ccc(NC(=O)c4ccc(F)cc4)cc3C(=O)N2C)O1	4.4
C[C@@H]1CN([C@@H](C)CO)C(=O)c2cccc(NC(=O)C3CCOCC3)c2O[C@@H]1CN(C)C(=O)Nc1ccc(C(F)(F)F)cc1	-1.3
COCC(=O)N1C[C@H](C)[C@H](OC)CN(C)C(=O)c2cc(NC(=O)Nc3cccc(F)c3)ccc2OC[C@H]1C	12.5
CCCC(=O)Nc1ccc2c(c1)C(=O)N(C)C[C@@H](OC)[C@@H](C)CN[C@@H](C)CO2	0.0
CCNC(=O)C[C@@H]1CC[C@H]2[C@@H](COC[C@@H](O)CN2Cc2ccc(Cl)c(Cl)c2)O1	6.8
C[C@@H]1CN([C@@H](C)CO)C(=O)c2cc(NC(=O)C3CCCCC3)ccc2O[C@@H](C)CCCCO[C@@H]1CN(C)C(=O)C1CCCCC1	2.6
C[C@@H]1CN([C@H](C)CO)S(=O)(=O)c2ccc(C#Cc3cccnc3)cc2O[C@@H]1CN(C)C	3.7
Cc1noc(C)c1NC(=O)N(C)C[C@@H]1Oc2ccc(NC(=O)CCC(F)(F)F)cc2CC(=O)N([C@H](C)CO)C[C@@H]1C	-2.2
C[C@H]1CN([C@@H](C)CO)C(=O)c2cc(-c3ccc(C(=O)N(C)C)cc3)cnc2O[C@H]1CN(C)C(=O)c1ccncc1	-0.9
CN(C)C(=O)C[C@H]1C[C@@H]2c3cc(NC(=O)NC4CCCCC4)ccc3O[C@@H]2[C@H](CO)O1	-3.2
CC(C)NC(=O)N1CCCCN2[C@@H](CO)[C@H](c3ccc(C#C[C@H](C)O)cc3)[C@@H]2C1	6.7
O=C(C[C@H]1C[C@@H]2c3cc(NS(=O)(=O)c4ccccc4)ccc3O[C@@H]2[C@@H](CO)O1)NCC(F)(F)F	1.1
O=C(C[C@H]1C[C@@H]2c3cc(NC(=O)C4CCOCC4)ccc3O[C@@H]2[C@H](CO)O1)NCC1CC1	-2.7
C[C@@H]1CN([C@@H](C)CO)C(=O)Cc2cc(NS(=O)(=O)c3cccs3)ccc2O[C@@H]1CN(C)C(=O)Nc1ccc2c(c1)OCO2	0.1
Cc1ccc(S(=O)(=O)Nc2ccc3c(c2)C(=O)N([C@H](C)CO)C[C@H](C)[C@@H](CN(C)S(=O)(=O)c2ccccc2)O3)cc1	-0.8
CCCN1C[C@H](C)[C@@H](OC)CN(C)C(=O)c2ccc(NC(=O)COC)cc2OC[C@H]1C	-4.0
COc1ccc(S(=O)(=O)Nc2ccc3c(c2)CC(=O)N([C@@H](C)CO)C[C@H](C)[C@H](CN(C)Cc2ccc(Oc4ccccc4)cc2)O3)cc1	1.2
COCC(=O)N(C)C[C@H]1Oc2ncc(C#Cc3ccncc3)cc2C(=O)N([C@H](C)CO)C[C@@H]1C	-1.6
C[C@H]1CN([C@@H](C)CO)C(=O)Cc2cc(NC(=O)c3ccncc3)ccc2O[C@H]1CN(C)S(=O)(=O)c1ccccc1	-4.8
C[C@@H]1CN([C@H](C)CO)C(=O)Cc2cc(NC(=O)NC3CCCCC3)ccc2O[C@H]1CN(C)C(=O)Nc1ccc2c(c1)OCO2	3.7
CC(C)NC(=O)N(C)C[C@@H]1OCCCC[C@@H](C)Oc2ccc(NS(=O)(=O)c3cn(C)cn3)cc2C(=O)N([C@@H](C)CO)C[C@H]1C	0.1
Cc1ccc(-c2ccc3c(c2)O[C@@H](CN(C)Cc2ccc(C(=O)O)cc2)[C@H](C)CN([C@H](C)CO)S3(=O)=O)cc1	8.1
COc1ccc(CN(C)C[C@@H]2OCCCC[C@@H](C)Oc3ccc(NC(=O)c4ccccc4)cc3C(=O)N([C@@H](C)CO)C[C@@H]2C)cc1	-1.0
CN(C)C(=O)C[C@@H]1CC[C@H](NS(=O)(=O)c2ccccc2)[C@@H](CO)O1	-5.2
C[C@H](NC(=O)C[C@H]1CC[C@H]2[C@@H](COC[C@@H](O)CN2Cc2ccc(C(F)(F)F)cc2)O1)c1ccccc1	8.1
C[C@H](CO)N1C[C@H](C)[C@@H](CN(C)Cc2ccc(Oc3ccccc3)cc2)Oc2c(NC(=O)Nc3ccc(C(F)(F)F)cc3)cccc2C1=O	-3.3
Cc1noc(C)c1NC(=O)N(C)C[C@@H]1Oc2cc(C#CCC(C)C)ccc2S(=O)(=O)N([C@@H](C)CO)C[C@@H]1C	5.3
COc1cccc(NC(=O)N2[C@H](CO)[C@H](c3ccccc3)[C@H]2CNCC(C)C)c1	-3.4

Part of the list above, as labelled records.
C[C@@H]1CN([C@H](C)CO)C(=O)Cc2cc(NC(=O)NC3CCCCC3)ccc2O[C@H]1CN(C)C(=O)Nc1ccc2c(c1)OCO2
  Mtb BioA inh = 3.7
CC(C)NC(=O)N(C)C[C@@H]1OCCCC[C@@H](C)Oc2ccc(NS(=O)(=O)c3cn(C)cn3)cc2C(=O)N([C@@H](C)CO)C[C@H]1C
  Mtb BioA inh = 0.1
Cc1ccc(-c2ccc3c(c2)O[C@@H](CN(C)Cc2ccc(C(=O)O)cc2)[C@H](C)CN([C@H](C)CO)S3(=O)=O)cc1
  Mtb BioA inh = 8.1

From PubChem

The list is partial, so the mix of outcomes need not match the whole.
